Source: PubChem
HCV inh: qHTS Assay for Inhibitors of Hepatitis C Virus (HCV); Potency, µM (top dose mostly 41.8 µM), inactives show top-dose activity change, negative = inhibition, usual class: inhibitors; Huh7.5.1 HCVcc-Cre infection, luciferase reporter, 44 h; 340,000 compounds, 3.4% hits
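Infectious HCVcc-Cre (~0.5 moi) was added to cells just after compound, with cells seeded 4 h earlier at 1,000 per well. Luciferase activity after 44 h culture reported infection; substrate was incubated 15 min at room temperature before reading.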
Sm TGR block: qHTS Assay for the Inhibitors of Schistosoma Mansoni Peroxiredoxins; purified TGR, DTNB reduction, TNB absorbance 405 nm; Potency, µM (series often up to 114 µM), for the others: top-dose activity change, negative = inhibition, most hits filed as inhibitors; 360,000 compounds, 3% hits; further: nearly all actives have a fitted effect of over 60% in size
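Kinetic colorimetric format: TGR-catalysed, NADPH-driven DTNB reduction monitored via TNB absorbance. Enzyme dispensed at 20 nM; compound exposure 15 min at room temperature before reaction start.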
Pf growth 96h: Primary qHTS for delayed death inhibitors of the malarial parasite plastid, 96 hour incubation; P. falciparum luciferase reporter growth, 96 h; Potency, µM (titrated, usually from 28.7 µM), for the others: at the highest dose activity change, negative = inhibition, hits mostly inhibitors; 320,000 compounds, 6.9% hits; AID 504834, 2011
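Parasite growth measured via integrated firefly luciferase reporter in P. falciparum. Infected erythrocytes at 2% hematocrit, 0.05% parasitemia final were treated 96 hours at 37 C under 5% CO2, and luminescence was read.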
TbPYK inhibitor: qHTS of Trypanosoma Brucei Inhibitors. pyruvate kinase (Trypanosoma brucei), Q57TT1. TbPYK enzyme, Kinase-Glo Plus ATP luminescence, 45 min. Potency, µM (series often up to 76.8 µM), for inactives: at the top dose activity, negative = inhibition, usual class: inhibitors. 410,000 compounds, 0.12% hits. AID 624173, 2012; further: nearly all actives have a fitted effect of over 50% in size
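Assay buffer: 50 mM TEA pH 7.2, 100 mM KCl, 10 mM MgCl2, 0.05% BSA, 0.01% Tween-20. Pyruvate kinase from T. brucei plus substrate met compound, then ADP (130 uM final). Luminescence was read post 45 min RT.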
Pf growth 48h: Primary qHTS for delayed death inhibitors of the malarial parasite plastid, 48 hour incubation. AID 504832, 2011. 310,000 compounds, 5.9% hits. P. falciparum luciferase growth in erythrocytes, 48 h. Potency, µM (top dose mostly 28.7 µM), inactives show top-dose activity change, negative = inhibition, most hits filed as inhibitors
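Read-out is firefly luciferase luminescence from an integrated reporter in P. falciparum, so falling signal marks reduced parasite growth. Infected erythrocytes were at 2% hematocrit and 0.1% parasitemia (final) in Albumax-supplemented RPMI 1640.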
LmPK inh: qHTS Assay for Inhibitors of Leishmania Mexicana Pyruvate Kinase (LmPK); Q27686; purified LmPK, Kinase-Glo ATP luminescence, 1 h; Potency, µM (series often up to 57.5 µM), for inactives: at the top dose activity change, negative = inhibition, hits mostly inhibitors; 290,000 compounds, 0.37% hits
Target sequence (Q27686 whole entry, looked up): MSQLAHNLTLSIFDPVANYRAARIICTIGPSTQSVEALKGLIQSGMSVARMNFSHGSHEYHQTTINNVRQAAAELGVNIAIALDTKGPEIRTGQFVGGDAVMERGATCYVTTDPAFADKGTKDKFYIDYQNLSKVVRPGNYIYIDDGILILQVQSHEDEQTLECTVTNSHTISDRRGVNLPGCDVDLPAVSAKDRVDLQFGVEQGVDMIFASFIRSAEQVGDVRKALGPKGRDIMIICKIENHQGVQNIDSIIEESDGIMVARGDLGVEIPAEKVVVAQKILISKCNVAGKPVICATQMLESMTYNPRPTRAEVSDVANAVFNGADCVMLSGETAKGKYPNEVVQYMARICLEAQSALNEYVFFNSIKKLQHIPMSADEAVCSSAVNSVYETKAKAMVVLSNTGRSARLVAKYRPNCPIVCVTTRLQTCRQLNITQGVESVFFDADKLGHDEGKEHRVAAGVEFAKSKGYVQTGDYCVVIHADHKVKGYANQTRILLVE
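Kinase-Glo luminescence read after 1 h RT reaction of 0.1 nM LmPK with 0.5 mM PEP and 0.1 mM ADP. Activity scaled between uninhibited and enzyme-free controls.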
Active calls of the source: *; u = inconclusive; x = no result given; & = joins results of further samples; [ ] = another dose, or the depositor's remark. The call rests on the fitted dose curve; in most records, active means well fitted curve in the direction sought with a large enough effect; inconclusive means small, poorly fitted or top-dose-only effect, or another doubt; inactive means no such curve, though single readings can be large; an effect the other way counts as inactive or inconclusive. On the % scale 0 is the no-effect control and ±100 the full control effect; potency means the concentration at half of the fitted maximal effect.

The opening 12 entries as a preview:
#1 O=c1c2ccccc2nnn1CSc1nc2sc3c(c2c(=O)n1CC1CCCO1)CCC3 (centres undefined)
#2 COc1cccc(OC)c1NC(=O)C1CCCN1C(=O)Nc1ccccc1Cl (centres undefined)
#3 O=C(CSc1ccc(-c2ccccc2)nn1)N1CCCc2ccccc21
#4 Cc1ccc(S(=O)(=O)NCC(=O)N(CC(=O)NCc2ccco2)Cc2cccs2)cc1
#5 Cc1ccc(S(=O)(=O)N2CCOCC2)cc1C(=O)NNC(=O)c1ccoc1C
#6 O=C(NCC1CCCC(CNC(=O)N2CCc3ccccc32)C1)N1CCc2ccccc21 (centres undefined)
#7 CCCCCCc1cc2cc(S(=O)(=O)c3ccc(Cl)cc3)c(=O)oc2cc1O
#8 COc1ccc(CCC(=O)NCc2cnn(C)c2)cc1
Assay by compound	1	2	3	4	5	6	7	8
HCV inh	u	13%	0%	5%	10%	u	1%[8.37 µM]	-8%
Sm TGR block	-1%	-4%	-15%	-36%	5%	-11%	u	5%
Pf growth 96h	u	12%	-25%	-1%	0%	5.9µM*	16%	36%[activator]
TbPYK inhibitor	-4%	2%	-6%	-2%	-7%	0%	-4%	4%
Pf growth 48h	-6%	4%	-4%	4%	31%[activator]	x	-26%	10%
LmPK inh	-1%	-1%	3%	0%	0%	10%	1%	-1%

#9 CC(=O)n1nc2nc(C)cc(C)c2c1N
#10 Brc1cc2[nH]cnc2c2ccccc12
#11 CCc1ccc(NC(=O)[C@H](Cc2c[nH]c3ccccc23)NC(=O)[C@@H]2Cc3ccccc3CN2)cc1
#12 Cc1c(C2(O)CCCCC2)[nH]c2cnccc12
Assay by compound	9	10	11	12
HCV inh	4%	10µM*	3.5µM*	9%
Sm TGR block	-26%	u	10%	1%
Pf growth 96h	u	x	u	u
TbPYK inhibitor	-18%	-10%	1%	-3%
Pf growth 48h	3%	u	u	u
LmPK inh	0%	0%	-11%	x

This part in full, from the start:
#1 O=c1c2ccccc2nnn1CSc1nc2sc3c(c2c(=O)n1CC1CCCO1)CCC3 (centres undefined)
#2 COc1cccc(OC)c1NC(=O)C1CCCN1C(=O)Nc1ccccc1Cl (centres undefined)
#3 O=C(CSc1ccc(-c2ccccc2)nn1)N1CCCc2ccccc21
#4 Cc1ccc(S(=O)(=O)NCC(=O)N(CC(=O)NCc2ccco2)Cc2cccs2)cc1
#5 Cc1ccc(S(=O)(=O)N2CCOCC2)cc1C(=O)NNC(=O)c1ccoc1C
#6 O=C(NCC1CCCC(CNC(=O)N2CCc3ccccc32)C1)N1CCc2ccccc21 (centres undefined)
Assay by compound	1	2	3	4	5	6
HCV inh	u	13%	0%	5%	10%	u
Sm TGR block	-1%	-4%	-15%	-36%	5%	-11%
Pf growth 96h	u	12%	-25%	-1%	0%	5.9µM*
TbPYK inhibitor	-4%	2%	-6%	-2%	-7%	0%
Pf growth 48h	-6%	4%	-4%	4%	31%[activator]	x
LmPK inh	-1%	-1%	3%	0%	0%	10%

#7 CCCCCCc1cc2cc(S(=O)(=O)c3ccc(Cl)cc3)c(=O)oc2cc1O
#8 COc1ccc(CCC(=O)NCc2cnn(C)c2)cc1
#9 CC(=O)n1nc2nc(C)cc(C)c2c1N
#10 Brc1cc2[nH]cnc2c2ccccc12
#11 CCc1ccc(NC(=O)[C@H](Cc2c[nH]c3ccccc23)NC(=O)[C@@H]2Cc3ccccc3CN2)cc1
#12 Cc1c(C2(O)CCCCC2)[nH]c2cnccc12
Assay by compound	7	8	9	10	11	12
HCV inh	1%[8.37 µM]	-8%	4%	10µM*	3.5µM*	9%
Sm TGR block	u	5%	-26%	u	10%	1%
Pf growth 96h	16%	36%[activator]	u	x	u	u
TbPYK inhibitor	-4%	4%	-18%	-10%	1%	-3%
Pf growth 48h	-26%	10%	3%	u	u	u
LmPK inh	1%	-1%	0%	0%	-11%	x

#13 COc1ccc(NS(=O)(=O)c2ccc3oc(SCC(N)=O)nc3c2)cc1
#14 COc1ccc2nc(/N=C\N(C)C)sc2c1
#15 C=CCN1CCN(C(=O)c2c(-c3ccccc3)noc2C)CC1
#16 COC(=O)Nc1ccc(S(=O)(=O)N2CCCc3ccccc32)cc1
#17 Cc1ccc(C)c(OCC(=O)Nn2c(C)nc3ccccc3c2=O)c1
#18 CCCCCSc1nnc(-c2ccccc2NC(C)=O)c(=O)[nH]1
Assay by compound	13	14	15	16	17	18
HCV inh	u	1%	4%	3.2µM*	-10%	0%
Sm TGR block	-1%	-28%	1%	1%	1%	18%
Pf growth 96h	-25%	-20%	-25%	39%[activator]	115%[activator]	u
TbPYK inhibitor	-2%	-11%	-2%	-2%	2%	3%
Pf growth 48h	-2%	57%[activator]	-7%	u	11%	3%
LmPK inh	-4%	-12%	0%	3%	-1%	2%

#19 CCCOc1ccc(CSCCNC(=S)Nc2ccccc2)cc1
#20 CCOC(=O)CCC(=O)Nc1ccc(S(=O)(=O)N2CCC(C)CC2)cc1
#21 N#CCN1CCN(CC(=O)Nc2ccc(OCc3ccccc3)cc2)CC1
#22 Cc1cc(C(=O)CN2C(=O)NC3(CCCC3)C2=O)c(C)n1-c1ccc2c(c1)OCO2
#23 OCC1(Cc2ccc(Cl)cc2)CCN(Cc2ccc3nsnc3c2)CC1
#24 CCN(C1CCS(=O)(=O)C1)S(=O)(=O)c1cccs1 (centres undefined)
Assay by compound	19	20	21	22	23	24
HCV inh	u	7%	-24%	10%	-21%	1%
Sm TGR block	-6%	5%	-8%	-11%	-14%	-9%
Pf growth 96h	u	-14%	u	u	u	7%
TbPYK inhibitor	-5%	3%	-6%	0%	-2%	-2%
Pf growth 48h	13µM*	-11%	19%	11%	u	-5%
LmPK inh	0%	2%	0%	0%	4%	2%

#25 Cn1c(C(=O)NC2CCCC2)cc2c(=O)n(C)c3ccccc3c21
#26 Cc1cccc(OCC(=O)N(C)CC(=O)Nc2cccc(F)c2)c1C
#27 Cc1cc(OC(=O)c2cc(C(F)(F)F)cc(C(F)(F)F)c2)c([N+](=O)[O-])c(=O)[nH]1
#28 COc1ccc(C(=O)NCCCc2nc3ccccc3n2Cc2ccccc2C)cc1OC
#29 Cc1ccc2c(ccc[n+]2CC(=O)c2ccccc2)c1
#30 Nc1nc(N)nc(-c2ccc(Cl)c(Cl)c2)n1
Assay by compound	25	26	27	28	29	30
HCV inh	u	-8%	11%	u	10%	u
Sm TGR block	5%	-10%	-24%	-7%	u	1%
Pf growth 96h	u	u	26%	9.3µM*	-5%	210%[activator]
TbPYK inhibitor	-3%	5%	-5%	-10%	-1%	-2%
Pf growth 48h	x	u	19%	u	15µM*	114%[activator]
LmPK inh	-3%	x	-1%	-1%	2%	x

#31 COc1cc(/C=N/NC(=O)COc2ccc([N+](=O)[O-])cc2)ccc1OCC(=O)N1CCOCC1
#32 Cc1ccc(NC(=O)CN2C(=O)CNC2=O)cc1
#33 O=C(N/N=C/c1c(F)cccc1Cl)c1cc(C2CC2)[nH]n1
#34 COc1ccccc1C(=O)Nc1nnc(-c2ccc(Cl)cc2)o1
#35 CN(CC(=O)Nc1nc2ccccc2s1)S(=O)(=O)c1ccccc1
#36 CCC(=O)Oc1ccc2c(=O)c(-c3ccc4ccccc4n3)c(CC)oc2c1C
Assay by compound	31	32	33	34	35	36
HCV inh	8%	1%	0%	7%	-21%	-4%
Sm TGR block	6%	76%[activator]	1%	1%	4%	-30%
Pf growth 96h	49%[activator]	12%	58%[activator]	-2%	u	u
TbPYK inhibitor	-2%	8%	-2%	-7%	-5%	0%
Pf growth 48h	u	3%	107%[activator]	-1%	37%[activator]	22%
LmPK inh	-4%	11%	-1%	3%	5%	1%

#37 CCn1c(SCC(=O)N2CCN(c3ccccc3)CC2)nc2c(c1=O)SC(C)C2 (centres undefined)
#38 Cc1ccccc1OCC(=O)Nc1nnc(S(=O)(=O)N2CCCC2)s1
#39 Cc1coc2cc3oc(=O)c(CC(=O)N[C@@H](CC(C)C)C(=O)O)c(C)c3cc12
#40 COc1ccc(NC(=O)C2CCCCN2N)cc1OC (centres undefined)
#41 O=C(CCSc1ccccc1)Nc1ccc(S(=O)(=O)Nc2ncccn2)cc1
#42 COc1ccc(COC(=O)c2n[nH]c3ccccc23)cc1F
Assay by compound	37	38	39	40	41	42
HCV inh	-10%	5%	9%	3%	16%	-18%
Sm TGR block	-1%	0%&-1%	3%	1%	-3%	9%
Pf growth 96h	u	41%[activator]	18%	-15%	-27%	20%
TbPYK inhibitor	-5%	-4%&1%	-3%	-9%	4%	0%
Pf growth 48h	u	46%[activator]	36%[activator]	5%	6%	22%
LmPK inh	5%	3%	0%	-2%	-7%	-1%

#43 CCCn1c(N)c(C(=O)NS(=O)(=O)c2ccc(C)cc2)c(=O)n(C)c1=O
#44 C/C(=N\NS(=O)(=O)c1c(C)cc(C)cc1C)c1ccncc1
#45 COC(=O)C1=C(C)NC(=O)CC1c1ccccc1OC (centres undefined)
#46 CCC(C)Sc1nc2c(c(=O)[nH]c(=O)n2C)n1Cc1ccc(Cl)cc1 (centres undefined)
#47 CC(C)[C@H](NC(=O)c1cccc(S(=O)(=O)N2CCOCC2)c1)C(=O)Nc1nccs1
#48 CCCCNC(=O)CCCCCn1c(=O)[nH]c2cc(OC)c(OC)cc2c1=O
Assay by compound	43	44	45	46	47	48
HCV inh	16%	-5%	15%	-13%	4%	3%
Sm TGR block	-5%	u	-1%	5%	-10%	5%
Pf growth 96h	-15%	-10%	-11%	x	36%[activator]	u
TbPYK inhibitor	-10%	-23%	-5%	-30%	-11%	3%
Pf growth 48h	-16%	10%	0%	10µM*	-22%	u
LmPK inh	2%	-4%	-2%	2%	0%	0%

#49 CCc1ccccc1NC(=O)COc1cccc2ccc(C)nc12
#50 CCOC(=O)c1cc(-c2ccccc2)n(Cc2cc(CC)no2)n1
#51 Cc1cccc(-n2c(O)c(C=Nc3ccc4c(c3)OCO4)c3ccccc3c2=O)n1
#52 Cc1cccc(CC(=O)NC2CCN(C)CC2)c1
#53 COC(=O)c1cn(CC(=O)Nc2ccc(OC)cc2)c2ccccc12
#54 O=C(Nc1nncs1)c1ccc(S(=O)(=O)c2ccccc2)cc1
#55 CC(C)COC(=O)n1c(=O)oc2ccc(S(=O)(=O)N3CCCCC3)cc21
#56 Cc1ccc(S(=O)(=O)N2CC(O)C2)cc1
Assay by compound	49	50	51	52	53	54	55	56
HCV inh	-18%	4%	u	10%	7%	13%	-14%	1%
Sm TGR block	-6%	5%	-2%	0%	-8%	4%	4%	-9%
Pf growth 96h	-3%	90%[activator]	-15%	u	42%[activator]	0%	u	0%
TbPYK inhibitor	1%	0%	1%	0%	-1%	-2%	0%	-2%
Pf growth 48h	-11%	-4%	u	7%	-18%	-7%	10µM*	8%
LmPK inh	-3%	x	3%	-1%	-3%	1%	3%	x

An unsorted share of the library, and some 16% of all compounds hit somewhere here.
